Mito fusion act: inhibitors of mitochondrial division or activators of mitochondrial fusion; S. cerevisiae fusion-defective mutant growth rescue, CellTiterGlo 48 h; AID 485298; actives 0.23% (n = 320,000); Potency, µM (titrated, usually from 46.1 µM), inactives show at the highest dose growth rescue (activation), usual class: activators;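 note: potency is the fitted concentration of half-maximal effect; % of control where 0% means no effect; nearly all actives have a fitted effect of over 45% in size; temperature-sensitive fusion mutants such as fzo1-1 at 37 °C on non-fermentable ethanol glycerol medium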
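S. cerevisiae fusion-defective temperature-sensitive mutants (e.g. fzo1-1, mgm1-5) grown 48 h at 37C in YPEG (ethanol/glycerol non-fermentable) medium with 23 nl compound per well; growth rescue read as CellTiterGlo luminescence.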
Tb PFK inh: T. brucei PFK enzyme inhibition. O15648. T. brucei PFK, ADP-Glo luminescence. Potency, µM (highest dose often 57.5 µM), without a hit: at the highest dose activity, negative = inhibition, usual class: inhibitors. actives 0.17% (n = 330,000). AID 485367;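 note: potency is the fitted concentration of half-maximal effect; 0% = uninhibited 1x PFK enzyme wells and -100% = no-enzyme wells; nearly all actives have a fitted effect of over 60% in size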
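ADP-Glo luminescence quantified ADP after 45 min at room temperature, with 1.25 nM T. brucei PFK, 0.1 mM ATP and 0.5 mM fructose-6-phosphate in pH 8.0 TEA buffer. qHTS titrations up to 57 µM; curves classified by quality.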
Integrin act MD: integrin-mediated muscular dystrophy alleviation activation; alpha7betagal myoblasts, beta-gal FDG fluorescence, 48 h; actives 0.064% (n = 350,000); Potency, µM (doses to about 38.3 µM), inactives show top-dose activation, usual class: activators;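 note: potency is the fitted concentration of half-maximal effect; 100% = response of the positive control SU9516; nearly all actives have a fitted effect of over 60% in size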
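Alpha7betagal+/- myoblasts (passage 13) were plated 16-24 hr, then exposed to compounds (1:260 dilution of DMSO stock) for 48 hours at 37C. After MPER lysis, β-galactosidase reporter activity was read as FDG fluorescence (ex 480/em 540) after 30 minutes.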
TCR activator: activates T cell receptor signaling; primary human leukocytes, anti-CD3, IL-2 HTRF, 48 h; 330,000 tested, under 10 active; Potency, µM (top dose mostly 9.22 µM), for the others: at the top dose activation of IL-2 secretion, actives largely listed as activators; note: % of control where 0% means no effect
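Using a-CD3 beads without co-stimulation, primary human leukocytes were exposed to compounds for 48 hr. An HTRF IL-2 kit measured the cytokine, with europium-to-d2 energy transfer producing emission at 665nm upon 320nm excitation.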
A-T KAP1 phos: potential ataxia-telangiectasia treatment; actives 0.19% (n = 320,000); Potency, µM (series often up to 57.5 µM), for inactives: at the highest dose activation, usual class: activators; […] A-T fibroblasts, KAP-1 phosphorylation AlphaLISA; neocarzinostatin DNA damage 30 min before lysis; AID 485349; note: potency is the fitted concentration of half-maximal effect; % of control where 0% means no effect; nearly all actives have a fitted effect of over 45% in size
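hTERT-immortalized A-T patient fibroblasts ([…]), 500 cells/well in OPTI-MEM, 1% FBS, got compounds for 60 min, then NCS for 30 min at 37C. Lysates were then assayed for phospho-KAP-1 by AlphaLISA (anti-pKAP1 donor, anti-KAP1 acceptor beads), 6 hr at 25C.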
TSHR antag: blocks TSH signaling through the human TSH receptor | P16473 | TSHR-expressing cells, TSH-stimulated cAMP HTRF, 2 h; stronger effect = lower value | activity change, negative = inhibition, % at 11.5 µM | actives 0.2% (n = 330,000);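 active = activity change below a set negative limit, meaning inhibition stronger than a set level, cut at about -70% in these data; inconclusive = activity change between two set negative limits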; note: % is set by controls: 0 for no effect and ±100 for the full control effect
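Inhibition of cAMP made by TSHR-expressing cells under TSH stimulation (4nM final, EC80; 2 h, 37 deg C) is quantified with a one-step lysis HTRF kit, anti-cAMP cryptate versus cAMP-d2.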
BCR signal inh: blocks chronic active B-cell receptor signaling | ABC-DLBCL IkBa-CBG/CBR reporter, luminescence ratio, 4 h | Potency, µM (doses to about 46.1 µM), for the others: at the top dose ratio change, negative = lower green/red ratio, actives largely listed as inhibitors | actives 0.05% (n = 340,000); active = well fitted inhibition curve with a large enough effect in the signal ratio, with a control signal flat, not every such curve was filed as active; inconclusive = small, poorly fitted or top-dose-only effect, or effect the other way, or a change in a side signal; the % refers to the signal ratio;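 note: potency is the fitted concentration of half-maximal effect; plate controls were basal doxycycline-induced cells for no effect and cells given 10 µM MG132 for full effect; MG132 reads +100%, hits lower the ratio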
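Compounds up to 46 uM were incubated four hours with TMD8 cells whose green CBG68 luciferase is fused to IkappaBalpha; red CBR luminescence normalised the signal, and concentration-effect curves were fitted to fusion, red and ratio data.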
TSG101-PTAP inh: blocks PTAP/TSG101 interaction to inhibit HIV-1 budding; 340,000 tested, under 10 active; Q99816; AID 493005; Potency, µM (highest dose often 115 µM), without a hit: top-dose activity change, negative = inhibition, usual class: inhibitors; Fluorescence polarization, FITC-PTAP peptide / Tsg101 binding; active = well fitted inhibition curve with a large enough effect in the main read-out, with a control signal flat, not every such curve was filed as active; inconclusive = small, poorly fitted or top-dose-only effect, or effect the other way, or a change in a side signal; inactive = no such curve, though single readings can be large or run the other way; note: potency is the fitted concentration of half-maximal effect; % of control where 0% means no effect
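Fluorescence anisotropy tracks displacement of a FITC-tagged PTAP peptide (50 nM) from the Tsg101 binding domain (10 uM), following a 20 min room-temperature incubation at pH 7.5.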
S-ASM inh: human S-ASM enzyme inhibition; P17405; placental ASM, HMU-PC fluorogenic substrate, 60 min; Potency, µM (highest dose often 57.5 µM), for the others: top-dose activity change, negative = inhibition, hits mostly inhibitors; actives 0.006% (n = 340,000); note: potency is the fitted concentration of half-maximal effect
Target sequence (P17405 47-631 limits assumed): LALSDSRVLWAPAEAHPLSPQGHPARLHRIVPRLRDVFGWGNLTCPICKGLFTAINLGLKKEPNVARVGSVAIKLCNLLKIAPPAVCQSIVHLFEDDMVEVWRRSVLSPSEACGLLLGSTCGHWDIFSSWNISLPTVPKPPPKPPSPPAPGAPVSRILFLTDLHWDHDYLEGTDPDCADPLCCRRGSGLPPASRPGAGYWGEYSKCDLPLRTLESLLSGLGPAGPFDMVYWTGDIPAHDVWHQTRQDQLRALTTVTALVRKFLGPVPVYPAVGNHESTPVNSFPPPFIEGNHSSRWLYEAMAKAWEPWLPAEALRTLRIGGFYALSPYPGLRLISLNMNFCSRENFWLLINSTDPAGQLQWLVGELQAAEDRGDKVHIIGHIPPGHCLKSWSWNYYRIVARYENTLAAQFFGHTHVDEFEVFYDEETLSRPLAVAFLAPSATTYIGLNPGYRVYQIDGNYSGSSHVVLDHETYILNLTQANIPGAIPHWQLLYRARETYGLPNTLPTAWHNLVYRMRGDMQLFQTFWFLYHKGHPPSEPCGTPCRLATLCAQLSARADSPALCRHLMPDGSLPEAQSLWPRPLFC
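Human placenta-derived ASM preincubated with compound 10 min at room temperature, then reacted with 9 uM (final) fluorogenic HMU-PC substrate for 60 min at 37 C. Stop solution raises pH to 10; fluorescence read at Ex 386/Em 447 nm.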
Eya2 phos inh: Eya2 (human) phosphatase inhibition. O00167. recombinant Eya2, OMFP fluorescence dephosphorylation (OMFP is methylfluorescein phosphate). actives 0.006% (n = 330,000). Potency, µM (top dose mostly 76.9 µM), inactives show top-dose activity, negative = inhibition, hits mostly inhibitors; note: potency is the fitted concentration of half-maximal effect; % is set by controls: 0 for no effect and ±100 for the full control effect
Target sequence (O00167 whole entry, looked up): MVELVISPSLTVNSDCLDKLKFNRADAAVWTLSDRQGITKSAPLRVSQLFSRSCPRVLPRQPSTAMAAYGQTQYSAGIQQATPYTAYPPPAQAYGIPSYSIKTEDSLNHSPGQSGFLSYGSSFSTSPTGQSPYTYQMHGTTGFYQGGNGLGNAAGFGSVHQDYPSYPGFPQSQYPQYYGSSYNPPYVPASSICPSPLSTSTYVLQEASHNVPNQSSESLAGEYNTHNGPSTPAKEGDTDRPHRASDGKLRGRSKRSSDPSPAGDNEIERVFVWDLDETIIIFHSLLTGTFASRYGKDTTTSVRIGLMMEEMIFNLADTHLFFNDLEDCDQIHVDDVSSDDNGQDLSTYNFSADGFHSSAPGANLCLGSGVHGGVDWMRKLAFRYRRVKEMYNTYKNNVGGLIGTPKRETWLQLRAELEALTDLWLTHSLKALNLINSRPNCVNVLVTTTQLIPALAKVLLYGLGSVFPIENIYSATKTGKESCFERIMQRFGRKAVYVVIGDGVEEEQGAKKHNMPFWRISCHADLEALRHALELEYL
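Eya2 (0.2 uM) preincubated 10 min at ambient with compound, then OMFP substrate added at 50 uM; 10 min reaction in 50 mM HEPES pH 7.5, 50 mM NaCl, 5 uM MgCl2, 0.05% BSA, 1 mM DTT. Fluorescence read at Ex 485/Em 525 nm.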
ELG1 repair inh: inhibitors of ELG1-dependent DNA repair in HEK293T cells. HEK293T ELG1-luciferase reporter, luminescence, 16 h; DNA damage induced by 5-fluorouridine. Potency, µM (titrated, usually from 46.1 µM), inactives show at the top dose activity change, negative = inhibition, usual class: inhibitors. actives 2.3% (n = 330,000). AID 504467; note: potency is the fitted concentration of half-maximal effect; % is set by controls: 0 for no effect and ±100 for the full control effect; nearly all actives have a fitted effect of over 55% in size
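Reporter activity after DNA damage by 5-fluorouridine is monitored. Compound-treated cells incubate 16 hr at 37 °C, then ONE-Glo is added for 30 min before luminescence reading.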
Numbers without * were called inactive; ? = inconclusive; nt = no result given; [ ] = remark or other dose. Unless noted, calls come from the whole dose curve; as a rule, active = well fitted curve in the direction sought with a large enough effect; inconclusive = small, poorly fitted or top-dose-only effect, or another doubt; inactive = no such curve, though single readings can be large; an effect the other way counts as inactive or inconclusive.

Values in the order – Mito fusion act | Tb PFK inh | Integrin act MD | TCR activator | A-T KAP1 phos | TSHR antag | BCR signal inh | TSG101-PTAP inh | S-ASM inh | Eya2 phos inh | ELG1 repair inh
> CSCC[C@H](N)C(=O)N1CCC(C(=O)N[C@@H](Cc2c[nH]c3ccccc23)C(=O)O)CC1
 : -2% | 0% | -5% | 2% | -1% | 3 | 2% | -1% | -4% | 6% | 0%
> CC12CCC(C(=O)Nc3c(Cl)cccc3Cl)(C(Br)C1=O)C2(C)C (stereo not drawn)
 : nt | 0% | 24% | -1%[46.1 µM] | 5% | 29 | 2% | 1% | -3% | -1% | 17%
> CNc1nc(-c2ccc3c(c2)CCN3C(=O)c2ccccc2C)cs1
 : 9% | -3% | 1% | -2% | 7% | 1 | -3% | -5% | 2% | 20% | ?
> C[C@H](NC(=O)c1ccco1)C(=O)NNC(=O)COc1cccc(C(F)(F)F)c1
 : nt | 5% | 6% | nt | 3% | 7 | 1% | -3% | 3% | -3% | 1%
> CCc1ccc2[nH]c(=O)c(C3C(C#N)=C(N)Oc4c3ccc3cccnc43)cc2c1 (stereo not drawn)
 : 7% | -4% | -20% | -15% | -6% | -7 | -1% | -5% | 50%[activator] | 9% | 12µM*
> O=C(Cc1n[nH]c(=O)c2ccccc12)N1CCN(c2ccc(F)cc2)CC1
 : 5% | -3% | 1% | nt | 2% | -13 | -5% | -3% | -4% | -1% | -15%
> COc1ccc(N2C(=O)CC(NCc3ccncc3)C2=O)cc1 (stereo not drawn)
 : 0% | 9% | 14% | -1%[46.1 µM] | -5% | 7 | -2% | -1% | -1% | -11% | 0%
> COC(=O)c1nnn(-c2nonc2N)c1CN1CCCC1
 : 0% | -1% | -1% | -1% | 11% | 7 | 0% | 0% | 0% | 13% | 1%
> O=C(COC(=O)/C=C/c1ccccc1Cl)NCCNC(=O)COC(=O)/C=C/c1ccccc1Cl
 : 2% | 1% | -36% | -1% | 6% | 9 | -2% | 0% | -4% | 2% | 7%
> O=C(/C=C/c1cccs1)N1CCN(Cc2ccc3c(c2)OCO3)CC1
 : 9% | 0% | 16% | -14%[46.1 µM] | -2% | -2 | -13% | -9% | 9% | 3% | 4%
> CC[C@H](C)C(N)c1cn([C@@H](CC(N)=O)C(=O)N2CCNCC2)nn1 (stereo partly drawn)
 : -4% | -3% | 8% | -3% | 2% | 6 | -1% | -7% | 1% | 14% | 17%
> COc1ccc(C2/C(=C(/O)c3ccccc3)C(=O)C(=O)N2c2ncccn2)cc1OC (stereo not drawn)
 : -1% | 3% | 10% | 0%[46.1 µM] | -2% | 0 | ? | -10% | nt | -5% | -3%
> O=C(CSc1nc2ccccc2o1)N1CCN(c2ccc(Cl)cc2)CC1
 : -10% | -6% | -12% | 2% | 2% | 14 | 8% | -3% | -2% | -16% | -3%
> COCCC(=O)N1CCC(Oc2ccc(C(=O)N3CCCCCC3)cc2)CC1
 : 1% | 1% | -1% | -2% | 2% | -12 | 6% | -5% | -1% | -4% | 15%
> Cc1ccc(CCC(=O)Nc2ccc(CC(=O)O)cc2)o1
 : 3% | 18% | 21% | nt | -8% | 17 | 1% | 0% | -3% | -7% | 20%
> COc1cccc(CSc2nnc(-c3ccco3)n2C)c1
 : ? | -5% | 15% | 5% | nt | 18 | 0% | 0% | 3% | 0% | -7%
> Cc1ccc(NC(=O)CSc2nnc(Cc3cccn3C)n2-c2ccc(F)cc2)cc1
 : 6% | -1% | 2% | -5%[46.1 µM] | -3% | 9 | 13% | -1% | -3% | -10% | -3%
> CS(=O)(=O)N1CCN(c2nnc(-c3ccccc3)c3ccccc23)CC1
 : 0% | 5% | 7% | -7% | 4% | -10 | -2% | -4% | -3% | 14% | -22%
> O=C(Nc1c(C(=O)N2CCOCC2)cnn1-c1ccccc1Cl)c1ccco1
 : -2% | 16% | 3% | nt | 4% | 0 | -4% | nt | 5% | 13% | -11%
> O=C(c1ccco1)N1N=C(c2cccs2)CC1c1ccco1 (stereo not drawn)
 : 2% | -1% | -19% | -3% | 3% | -18 | ? | -1% | 1% | 2% | ?

3 entries already listed, ordered by SMILES length, lowest first.
Values in the order – Mito fusion act | Tb PFK inh | Integrin act MD | TCR activator | A-T KAP1 phos | TSHR antag | BCR signal inh | TSG101-PTAP inh | S-ASM inh | Eya2 phos inh | ELG1 repair inh
> O=C(Nc1c(C(=O)N2CCOCC2)cnn1-c1ccccc1Cl)c1ccco1
 : -2% | 16% | 3% | nt | 4% | 0 | -4% | nt | 5% | 13% | -11%
> O=C(Cc1n[nH]c(=O)c2ccccc12)N1CCN(c2ccc(F)cc2)CC1
 : 5% | -3% | 1% | nt | 2% | -13 | -5% | -3% | -4% | -1% | -15%
> Cc1ccc(NC(=O)CSc2nnc(Cc3cccn3C)n2-c2ccc(F)cc2)cc1
 : 6% | -1% | 2% | -5%[46.1 µM] | -3% | 9 | 13% | -1% | -3% | -10% | -3%

The list goes on.
Values in the order – Mito fusion act | Tb PFK inh | Integrin act MD | TCR activator | A-T KAP1 phos | TSHR antag | BCR signal inh | TSG101-PTAP inh | S-ASM inh | Eya2 phos inh | ELG1 repair inh
> COc1ccc(-c2csc(C3=C(O)CN(Cc4ccc(Cl)cc4)C3=N)n2)cc1OC
 : -2% | 0% | -28% | 4% | 3% | -4 | -25% | 0% | -4% | -21% | ?
> CSc1nsc(SCC(=O)Nc2ccc(Br)cn2)n1
 : 3% | -15% | 14% | 13% | 10% | 1 | ? | -4% | -3% | -2% | ?
> Cc1ccc(C)c(CNS(=O)(=O)c2c(C(=O)N3CCCC3)c(C)n(C)c2C)c1
 : -3% | -4% | 7% | -2% | -7% | -3 | 0% | -2% | 6% | -2% | 5%
> CCOc1ccc(S(=O)(=O)NC(C)(C)C)cc1-c1nc2c(C(C)(C)C)nn(C)c2c(=O)[nH]1
 : 9% | -1% | -54%[inhibitor] | 0% | -4% | 0 | ? | -1% | ? | -3% | 12µM*
> O=C(Nc1ccccc1)c1ccccc1OS(=O)(=O)c1ccccc1
 : 3% | 1% | 13% | nt | 4% | -10 | -2% | -3% | 0% | -24% | 9%
> Cc1ccccc1CCN(CC(=O)NCc1ccc(F)cc1)C(=O)c1csnn1
 : 1% | 1% | 1% | 2% | 1% | 9 | -1% | -3% | 0% | -9% | -5%
> CCOc1ccc(C2C(C(=O)Nc3ccc(F)cc3)=C(C)Nc3nc(CCCO)nn32)cc1 (stereo not drawn)
 : -3% | -2% | 13% | 2% | -3% | -7 | -4% | -1% | 0% | 23% | 0%
> Cc1ccccc1-n1ncc(C(C)NS(=O)(=O)c2sccc2C)c1C (stereo not drawn)
 : 1% | 1% | 2% | -1% | 5% | 1 | -9% | 1% | 1% | -16% | 0%
> Cc1nc(NC(=S)NC(=O)c2cncc(Br)c2)ccc1Br
 : 0% | -5% | 2% | 2% | 1% | 7 | ? | 1% | 0% | 2% | 11%
> O=C(/C=C(\O)c1ccccc1)C(=O)NNC(=O)c1ccccc1
 : ? | -4% | -13% | 2% | -3% | 0 | ? | -5% | -2% | 5% | 20%
> COCC(=O)N(Cc1nc2ccccc2c(=O)[nH]1)Cc1cccs1
 : -3% | 13% | -13% | -9% | 6% | 4 | ? | -3% | 2% | 4% | 9%
> CC(C)(C)NC(=O)CN(Cc1cccs1)C(=O)C1COc2ccccc2O1 (stereo not drawn)
 : 2% | -1% | -32% | 1% | 3% | 21 | 8% | -2% | 1% | -10% | -4%
> CCc1noc(C)c1C(=O)N1CCN(S(=O)(=O)c2cccc(C(F)(F)F)c2)CC1
 : -2% | -3% | -34% | nt | -3% | 22 | 0% | -5% | 0% | 13% | 19%
> O=C(CSC1=NS(=O)(=O)c2ccccc2N1)Nc1nccs1
 : -4% | -28% | 9% | -5% | 2% | 3 | ? | -1% | -1% | 6% | 26%

From PubChem BioAssay
